Salmonella PhoP GFP – PhoP-dependent GFP reporter repression – Salmonella Typhimurium, primary screen (AID 1863); S. Typhimurium PhoP-regulated promoter GFP reporter, 4 h; higher % means a stronger effect; inhibition, % at 50 µM, or IC50 in µM where a hit was titrated; hit rate 0.16% among 300,000;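 active = inhibition over 29.93%, a cutoff 3 SD above the screen mean, later confirmed by dose response; inconclusive = inhibition over 29.93% but no dose response follow-up; inactive = inhibition at most 29.93% or unconfirmed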;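 also: 0% = low Mg2+ inducing control and 100% = high Mg2+ repressing control; strong numbers were not always called active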
Large T inhibition – TAg ATPase/helicase activity blockers – biochemical (AID 1903); SV40 large T antigen ATPase/helicase inhibition assay; higher % means a stronger effect; hit rate 0.39% among 310,000; inhibition, % at 20 µM, or IC50 in µM where a hit was titrated; in the data active = a potency from the dose series; inconclusive = inhibition mostly from about 32% at the one dose, without a potency; inactive = the rest, 99 in 100 with inhibition below about 32%; also: strong numbers were not always called active
TNAP activators – stimulation of alkaline phosphatase TNAP activity – biochemical, luminescent, no phosphate acceptor, uHTS, primary screen (AID 1001) | purified TNAP, luminescent activation assay, no phosphate acceptor; higher activation fold means a stronger effect | one-dose activation fold at 20 µM; EC50 in µM for titrated hits | hit rate 0.03% among 200,000; in the data active = activation fold from about 3, or a potency from the dose series; inactive = the rest, 99 in 100 with activation fold below about 1.6; also: many of its hits are not listed in these tables
ER stress rescue – rescue of cells from ER stress-induced death, primary screen, 384-well, CSM14.1, thapsigargin, ATP luminescence (AID 1222); CSM14.1 thapsigargin-induced death rescue, ATP luminescence; higher % means a stronger effect; cellular ATP content (survival), % at 20 µM, or EC50 in µM where a hit was titrated; 190,000 tested, under 10 active;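 active = EC50 below 50 µM in the dose-response confirmation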;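 also: death triggered by thapsigargin at about 15 µM added after 2 h compound pretreatment; cell ATP read after overnight thapsigargin exposure of roughly 18 to 22 hours; normalized against plate controls of thapsigargin alone and 5% DMSO vehicle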
Ins promoter up – MIN6 insulin promoter up-regulation. AID 1625. MIN6 insulin promoter-GFP reporter, high-content imaging; stronger effect = higher value. z-score at 5 µM. hit rate 0.3% among 190,000;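 active = z-score above 3 at 5 µM with at least 500 cells counted in the well; inconclusive = wells under 500 cells, flagged as cytotoxic or low count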
human PMI inhibitors – MPI inhibition at elevated mannose 6-phosphate – biochemical, fluorescence intensity, high mannose 6-phosphate, primary screen (AID 1220) | inhibition, % at 20 µM, or IC50 in µM where a hit was titrated | recombinant PMI enzyme, coupled fluorescence intensity; higher % means a stronger effect | hit rate 0.66% among 190,000
PMI inhibitors – inhibitors of human PMI, primary screen, biochemical, fluorescence intensity, coupled assay (AID 1209); hit rate 0.42% among 190,000; purified PMI enzyme, coupled fluorescence intensity; higher % means a stronger effect; inhibition, % at 20 µM; hits with a dose series show IC50 in µM;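 also: plate controls were DMSO vehicle for no effect and wells lacking substrate for full effect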
RSV CPE inhibition – inhibition of RSV-induced cytopathic effect – HEp-2 cells, primary 10 µM value included (AID 2391); HEp-2 cells, RSV-induced CPE inhibition; higher % means a stronger effect; CPE inhibition, % at 10 µM; hits with a dose series show IC50 in µM; hit rate 0.13% among 310,000; in the data active = a potency from the dose series; inconclusive = CPE inhibition mostly from about 23% at the one dose, without a potency; inactive = the rest, 99 in 100 with CPE inhibition below about 21%; also: strong numbers were not always called active
West Nile virus CPE – inhibition of WNV-induced cytopathic effect – cell-based, CPE readout (AID 1621). CPE inhibition, % at 10 µM, or IC50 in µM where a hit was titrated. West Nile virus-infected cells, CPE inhibition; higher % means a stronger effect. hit rate 0.02% among 290,000; in the data active = a potency from the dose series; inconclusive = CPE inhibition mostly from about 3.7% at the one dose, without a potency; inactive = the rest, 99 in 100 with CPE inhibition below about 2.2%; also: strong numbers were not always called active
Ins promoter up cell count – further read-out of Ins promoter up, marked with its call; cell count; measured here: cytotoxicity, nuclei count;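 total cells summed across four imaged fields per well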
The depositor's hits bear a star; ? = inconclusive; · = not tested or not shown. Rule as the data show it, unless noted: active = inhibition above about 50%; inactive = the rest. Hits appear at their usual frequency; overall some 1.5% were active at least once.

SMILES | Salmonella PhoP GFP | Large T inhibition | TNAP activators | ER stress rescue | Ins promoter up | Ins promoter up cell count | human PMI inhibitors | PMI inhibitors | RSV CPE inhibition | West Nile virus CPE
COc1ccc(Cl)cc1NC(=O)CN(C)C1CCCCC1 | 16.3% | 13.5% | 1.1 | 4.0% | -0.13 | 1174 | 2.2% | 12.0% | 1.7% | 1.1%
CCCCNC(=S)N(CCN(CC)CC)Cc1cc2cc3c(cc2[nH]c1=O)OCCO3 | 4.3% | -0.3% | · | · | · | · | · | · | -0.5% | -1.1%
CCOc1cccc(N2C(=O)CC(n3cnc4ccccc43)C2=O)c1 (centres undefined) | -1.1% | -0.3% | 1.1 | · | 0 | 1208 | 8.0% | 10.2% | 0.7% | 0.7%
CC1CCC(C(C)C)C(OCC[N+](C)(C)C)C1 (centres undefined) | 8.5% | 4.5% | 1 | -1.1% | -0.17 | 1336 | 8.9% | 11.9% | 0.9% | -0.5%
Clc1ccc(Cn2cccc2C2=NCCO2)cc1 | 16.6% | 0.2% | 1.1 | 2.2% | -0.66 | 1676 | 6.1% | 6.9% | -0.7% | -0.2%
CCC(C)[C@H](NC(=O)N1CCCC1)C(=O)OC (some centres undefined) | -12.6% | 7.2% | 1.1 | -0.2% | · | · | -8.6% | -9.6% | 1.5% | 0.0%
COc1ccc(C(=O)C2CCN(CC(=O)NCc3ccccc3)CC2)cc1 | 2.7% | 4.9% | · | · | · | · | · | · | 3.1% | -1.8%
CCC(C)(C(=O)NC1CCCC1)N(CC1CCCO1)C(=O)CNC(=O)c1ccccc1 (centres undefined) | -2.8% | 11.5% | 1.1 | -1.2% | -0.21 | 1294 | 12.9% | 9.7% | 1.3% | -0.4%
CN(C)N=Nc1ccc(S(=O)(=O)NC(=O)Cc2ccccc2)cc1 | -1.6% | 9.5% | · | · | · | · | · | · | 1.1% | 0.0%
CC(CN1CCCCCC1)C(=O)NN (centres undefined) | -4.5% | 11.9% | 1.1 | -0.8% | · | · | 2.2% | -0.4% | -0.6% | 1.2%
CC(C)NC(=S)NC(=O)c1ccc(-c2ccccc2)cc1 | 12.4% | 6.9% | 1.1 | 5.3% | -1.15 | 1404 | 14.2% | 15.6% | 2.6% | -1.3%
CCOC(=O)C1CCCN(C(=O)CNC(=O)Cn2ccc3ccccc3c2=O)C1 (centres undefined) | 1.0% | -2.6% | 1.1 | · | -0.84 | 1154 | -0.7% | 1.1% | 1.9% | -0.2%
O=S(=O)(c1cccc(-c2nnco2)c1)N1CCOCC1 | 4.3% | 8.3% | 1 | 0.3% | -0.1 | 1310 | -0.8% | -4.1% | -0.4% | 0.9%
Cc1ccc(C)c(N2CCN(C(=S)NC3CCCCC3)CC2)c1 | -1.8% | 2.0% | 1.1 | -0.8% | -0.04 | 1460 | 1.3% | -11.3% | 1.2% | -0.1%
COc1ccc(N=C2C(=Nc3ccc(OC)cc3)N(c3ccc(OC)cc3)C(=S)N2C(=O)c2ccc(OC)cc2)cc1 | 3.0% | 14.5% | 1 | -0.4% | · | · | 7.5% | -0.5% | 0.9% | -1.1%
Nc1c(C(=O)NC23CC4CC(CC(C4)C2)C3)sc2nc3c(c(C(F)(F)F)c12)CCC3 | -10.9% | 6.5% | 1.1 | 0.7% | 0.21 | 1536 | -8.1% | -9.2% | 0.6% | 0.8%
O=C(O)c1ccc2c(c1)C1C=CCC1C(c1cc3c(cc1Br)OCO3)N2 (centres undefined) | -0.7% | 28.5% | 1 | 0.3% | 0.27 | 1478 | 2.8% | -0.5% | -0.5% | -0.1%
O=C(CSc1nnc(NC(=O)C2CC(=O)N(c3ccc(F)cc3)C2)s1)NCc1ccco1 (centres undefined) | -3.1% | 28.6% | · | · | · | · | · | · | 0.2% | 0.1%
Cc1ccccc1-c1nc(CS(=O)(=O)CC(=O)NCc2ccccc2)c(C)o1 | 4.5% | 2.5% | 1.1 | -1.1% | -0.54 | 1761 | 12.3% | 11.0% | 2.2% | -0.4%
CCOc1ccccc1C(=O)Nc1ccc2c(c1)C(=O)NC2=O | -9.8% | 10.2% | · | · | · | · | · | · | 1.9% | 0.0%
CC(CCc1ccccc1)NCC(O)COc1ccccc1 (centres undefined) | 5.5% | 5.3% | 0.9 | -2.4% | 2 | 1365 | 6.2% | 1.9% | -2.9% | -0.4%
O=C(NCCNC(=O)c1cc(OCC(F)(F)F)ccc1OCC(F)(F)F)Nc1ccccc1 | -0.2% | 1.3% | 1 | 4.1% | · | · | 4.9% | 0.9% | 3.1% | -0.7%
COCCCN1C(=O)c2[nH]nc(-c3ccccc3O)c2C1c1cccc(Cl)c1 (centres undefined) | -0.9% | 14.5% | 2 | -1.5% | · | · | 21.5% | 18.0% | -0.6% | 1.2%
CN1C(=O)CC(N2CCC(C(N)=O)CC2)C1=O (centres undefined) | 4.8% | 5.4% | 1.1 | 12.5% | 0.48 | 1238 | -4.0% | -5.9% | 2.4% | -0.2%
CCOc1ccc(CN2CCNC(=O)C2CC(=O)O)cc1 (centres undefined) | 4.6% | 4.2% | 1.1 | 1.5% | -0.02 | 1514 | -1.4% | -1.7% | 1.0% | 1.5%
SMILES | Salmonella PhoP GFP | Large T inhibition | TNAP activators | ER stress rescue | Ins promoter up | Ins promoter up cell count | human PMI inhibitors | PMI inhibitors | RSV CPE inhibition | West Nile virus CPE
CCNC(=S)N(Cc1cc2cc(C)cc(C)c2[nH]c1=O)C1CCCC1 | 2.7% | -1.4% | 1 | 0.1% | -0.23 | 1487 | 3.4% | 9.2% | 5.9% | -1.1%
CCOc1cc(-c2sc(Nc3ccccc3)n[n+]2C)ccc1OC | 7.8% | 4.3% | · | · | · | · | · | · | -0.5% | -0.5%
CCN(C(=O)CSc1nnc(Cc2ccccc2F)n1N)C1CCS(=O)(=O)C1 (centres undefined) | 5.0% | -3.4% | 1.1 | -2.3% | -0.03 | 946 | -6.2% | -4.8% | -0.2% | 0.5%
O=C1Nc2ccc(S(=O)(=O)NCCC3=CCCCC3)c3cccc1c23 | -10.3% | 14.3% | 1.1 | · | · | · | 5.8% | 13.0% | -1.4% | -0.2%
CNC(=S)N1N=C(c2cccs2)CC1c1ccc(OC)cc1 (centres undefined) | 3.2% | 8.6% | · | · | · | · | · | · | 1.8% | -0.8%
NC(=O)c1cc2cc(Br)ccc2oc1=NCc1ccccc1 | 8.0% | -0.9% | 1 | -2.1% | · | · | -2.0% | -2.9% | 0.5% | 0.2%
COc1ccc(/C=C2/C(=N)N3C(=NC2=O)Sc2cc(S(C)(=O)=O)ccc23)cc1OC | -13.1% | 3.8% | · | · | · | · | · | · | 1.9% | 0.5%
CCNC(=S)N(Cc1cccs1)Cc1cc2cc(OCC)ccc2[nH]c1=O | -11.9% | 9.6% | 1.3 | -1.6% | -0.45 | 1331 | 3.8% | 14.0% | 6.5% | -1.0%
COc1ccccc1N1CCN(CC(=O)c2c[nH]c3ccccc23)CC1 | -9.0% | 6.8% | · | · | -0.76 | 1451 | · | · | 1.2% | -0.6%
O=C(O)C1CN(C(=O)c2cccc(Br)c2)C1 | -9.1% | 8.1% | 1.1 | -0.2% | 0.58 | 1513 | -9.0% | -3.9% | -0.6% | 1.1%
O=C(CCc1ccccc1)Nc1ccc(F)cc1F | 0.9% | 6.2% | 1.1 | 0.4% | -0.21 | 938 | -3.9% | -1.3% | 2.1% | 0.3%
Cc1sc2ncnc(N3CCN(Cc4ccccc4)CC3)c2c1-c1ccccc1 | 3.4% | 1.0% | · | · | · | · | · | · | 14.9% | 0.0%
Nc1nonc1-n1nnc(C(=O)N/N=C/c2ccccc2F)c1-c1cccs1 | -5.0% | 2.6% | · | · | · | · | · | · | 1.2% | -0.1%
CC(C)n1cc(C(=O)N2CCCC(Nc3ccc(F)c(F)c3)C2)cn1 (centres undefined) | -3.1% | 8.8% | · | · | · | · | · | · | 5.1% | -0.3%
Cc1ccc(/C=N/NC(=O)CCSc2ccccc2)cc1 | -4.0% | 4.1% | 1.1 | -0.3% | · | · | 2.3% | 6.3% | 2.6% | -0.1%
O=C(O)c1ccc(N/N=C/c2ccnc3ccccc23)cc1 | -3.5% | 17.6% | · | · | 0.19 | 1084 | · | · | -1.4% | 0.4%
Cn1nc(C(=O)Nc2nc3ccc(S(C)(=O)=O)cc3s2)ccc1=O | -16.7% | 11.6% | 1.1 | -1.0% | 0.39 | 984 | -2.3% | -2.3% | 1.3% | ·
CC(C)(C)N(Cc1ccccc1)C(=O)CSc1ncn[nH]1 | 10.7% | -0.8% | · | · | · | · | · | · | 1.0% | -0.3%
N#Cc1c(N)n(CCOC(=O)c2ccc(Cl)cc2)c2nc3ccccc3nc12 | 19.6% | -4.0% | 1.1 | · | 0.28 | 1112 | 29.3% | 33.7% | · | 0.3%
CC1(C)Cc2c(sc3nnn(Cc4ccc(Cl)cc4)c(=O)c23)CO1 | -8.6% | 17.5% | 1.1 | -1.1% | · | · | 4.9% | 14.6% | 11.7% | -1.0%
Cc1cc(NC(=O)/C=C/c2ccccc2)no1 | 13.1% | -0.5% | 1 | -2.0% | 0.16 | 964 | 1.6% | -0.1% | -1.0% | 0.2%
O=C(/C=C/c1ccco1)Nc1ccc(CN2CCOCC2)cc1 | -2.4% | 6.4% | · | · | 0.67 | 1489 | · | · | 0.2% | -0.4%
O=c1c2ccccc2nc(COc2ccccc2)n1/N=C/c1cc([N+](=O)[O-])ccc1O | 17.6% | 0.4% | 0.8 | 0.2% | -0.18 | 1284 | -24.4% | -13.1% | 14.7% | 0.1%
O=S(=O)(c1ccc(-c2ccon2)s1)N1CCN(CCN2CCOCC2)CC1 | 0.6% | 6.4% | · | · | · | · | · | · | -1.8% | 0.4%
COc1ccc(-n2c(SCC(=O)Nc3sc4c(c3C#N)CCCC4)nnc2-c2ccc(O)cc2)cc1 | 3.1% | 2.6% | 1 | -1.2% | · | · | 8.2% | 14.6% | ? | -0.1%
O=S(=O)(Nc1cc(Sc2cccc3cccnc23)c(O)c2ccccc12)c1ccccc1 | ? | ? | 0.8 | 7.8% | ? | · | 63.7%* | 9.2% | · | 11.7%
Cc1noc(C)c1COC(=O)CCOc1ccccc1 | -0.4% | 15.6% | 1.1 | -2.4% | 0.38 | 1026 | -7.5% | -10.5% | 1.3% | 0.5%
COC(=O)c1cn(CC(=O)N2CCCCCC2)c2ccccc12 | 3.1% | 5.5% | 1 | 2.0% | 0.55 | 1222 | 6.4% | 11.4% | 0.2% | -0.2%

Quoted at random: two compounds from above
SMILES | Salmonella PhoP GFP | Large T inhibition | TNAP activators | ER stress rescue | Ins promoter up | Ins promoter up cell count | human PMI inhibitors | PMI inhibitors | RSV CPE inhibition | West Nile virus CPE
O=C1Nc2ccc(S(=O)(=O)NCCC3=CCCCC3)c3cccc1c23 | -10.3% | 14.3% | 1.1 | · | · | · | 5.8% | 13.0% | -1.4% | -0.2%
N#Cc1c(N)n(CCOC(=O)c2ccc(Cl)cc2)c2nc3ccccc3nc12 | 19.6% | -4.0% | 1.1 | · | 0.28 | 1112 | 29.3% | 33.7% | · | 0.3%

Source: PubChem BioAssay (several laboratories)
